# High-throughput results: PubChem BioAssay, Icahn School of Medicine at Mount Sinai
# ROC1-CUL1 inh = inhibitors of human ROC1-CUL1 ubiquitin ligase activity. P62877+Q13616. in vitro K48 di-Ub FRET, acceptor:donor ratio, 45 min. inhibition, % at 10 µM. actives 0.6% (n = 140,000). AID 1347404; in the data active means inhibition above about 25%
# Target sequence (P62877 whole entry, looked up): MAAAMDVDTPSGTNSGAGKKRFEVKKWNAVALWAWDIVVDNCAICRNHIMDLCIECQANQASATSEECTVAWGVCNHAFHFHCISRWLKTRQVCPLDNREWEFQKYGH
# Target sequence (Q13616 whole entry, looked up): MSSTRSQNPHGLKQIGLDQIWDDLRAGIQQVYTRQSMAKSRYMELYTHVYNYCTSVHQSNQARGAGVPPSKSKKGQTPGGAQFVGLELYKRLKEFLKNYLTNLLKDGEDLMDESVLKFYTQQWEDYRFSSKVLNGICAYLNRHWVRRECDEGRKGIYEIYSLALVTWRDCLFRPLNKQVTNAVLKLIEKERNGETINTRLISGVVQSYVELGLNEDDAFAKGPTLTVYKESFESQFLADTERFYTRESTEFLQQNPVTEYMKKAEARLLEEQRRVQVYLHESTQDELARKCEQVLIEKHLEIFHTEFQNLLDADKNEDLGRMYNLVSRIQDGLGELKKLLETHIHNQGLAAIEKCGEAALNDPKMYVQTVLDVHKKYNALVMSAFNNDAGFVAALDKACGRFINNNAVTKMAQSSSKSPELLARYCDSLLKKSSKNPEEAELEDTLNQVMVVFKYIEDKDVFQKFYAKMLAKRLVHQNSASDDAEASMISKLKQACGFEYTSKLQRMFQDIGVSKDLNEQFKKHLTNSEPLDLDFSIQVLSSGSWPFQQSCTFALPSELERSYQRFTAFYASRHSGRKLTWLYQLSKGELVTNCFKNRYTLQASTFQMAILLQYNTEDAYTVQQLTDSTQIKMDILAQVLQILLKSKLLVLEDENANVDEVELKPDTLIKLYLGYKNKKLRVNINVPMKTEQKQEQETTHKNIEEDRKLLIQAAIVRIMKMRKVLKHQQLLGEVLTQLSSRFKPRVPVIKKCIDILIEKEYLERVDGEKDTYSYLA
# * = called active by the depositor. These rows are one share of the data (hit frequency here may not be typical).
SMILES,ROC1-CUL1 inh
Cn1nc2c(c1NC(=O)c1ccc(C3CCCN3C3CCC3)s1)CCC2 (stereo not given),-1
CCCCc1ccc(NC(=O)c2ccc(C(=O)O)cc2C(=O)O)cc1,0
CC(C)CN1C(=O)C(Cc2ccc(-c3cccc(C(=O)O)c3)o2)=NC1=S,28*
CCCCCn1c(N/N=C\c2ccc(N(C)C)cc2)nc2c1c(=O)[nH]c(=O)n2C,11
CSc1nc2nc(C)c(C(C)=O)c(C)n2n1,6
CCCOc1ccc(C(=O)N2CCN(c3ncccn3)CC2)cc1,-7
O=C(c1cn(CCN2CCCCC2)nn1)N1CCCO1,1
CCOC(=O)c1ccc2c(c1)C1C=CCC1C(c1ccc([N+](=O)[O-])cc1)N2 (stereo not given),1
C(=C\C1Nc2cccc3cccc(c23)N1)/c1ccco1,-4
COCC(=O)OCCN1CCN(C2Cc3cc(Cl)ccc3Sc3ccccc32)CC1 (stereo not given),-2
Cc1cccn2cc(-c3cccc(NC(=O)C(C)C)c3)nc12,-4
CCCC(C)C(=O)Nc1ccc(F)cc1 (stereo not given),5
Cc1noc(-c2ccc(N3CCCCC3C)c([N+](=O)[O-])c2)n1 (stereo not given),-2
CC(C)NC(=O)c1cnc2sc(N3CCCCCC3)nn2c1=O,4
Cc1cc(Cl)ccc1OCCCC(=O)Nc1cccnc1,3
COc1ccc(NC(=O)c2ccc3c(c2)C(=O)N(c2ccccc2OC)C3=O)c(OC)c1,-2
CC(=O)c1ccc(OCC(=O)N2CCOc3ccc(CN4CCN(CCO)CC4)cc3C2)cc1,-1
N=C1C(Br)C(=O)Nc2nnc(-c3ccc(Cl)cc3)n21 (stereo not given),32*
O=C(Cn1c(=O)oc2cc(S(=O)(=O)NCc3ccccc3)ccc21)Nc1ccc(F)c(Cl)c1,-1
COC(=O)c1c(NC(=O)CSc2nc(C)cc(C(F)(F)F)n2)sc2c1CCC2,-3
CC1(C)C(=O)N(OCc2ccccc2)C(C)(C)C(=O)N1OCc1ccccc1,9
COc1cccc(C(=O)Nc2ccccc2C(=O)OCc2cc(=O)n3nc(C4CC4)sc3n2)c1,-6
CCOC(=O)C1=C(c2ccccc2)N(N(c2ccccc2)c2ccccc2)C(=O)C1=O,3
Cc1cc(C(F)(F)F)c(C#N)c(=O)[nH]1,-3
Cc1[nH]c(-c2ccccc2)c(O)c1C(=O)OC12CC3CC(CC(C3)C1)C2,8

# The last 3 entries of the section before open the next one:
SMILES,ROC1-CUL1 inh
CCOC(=O)C1=C(c2ccccc2)N(N(c2ccccc2)c2ccccc2)C(=O)C1=O,3
Cc1cc(C(F)(F)F)c(C#N)c(=O)[nH]1,-3
Cc1[nH]c(-c2ccccc2)c(O)c1C(=O)OC12CC3CC(CC(C3)C1)C2,8
O=C(CSc1nnc(CCCCCN2C(=O)c3cccc4cccc(c34)C2=O)n1-c1ccccc1)N1CCN(CCO)CC1,-9
O=C(CN1CCN(c2ccccc2)CC1)Nc1ccc2ccccc2c1,7
COc1ccc(/C=C/c2nnc(COc3ccc(Br)cc3)o2)cc1,-2
CCC(=O)Nc1cc(Cl)c(OC)cc1OC,-2
CC(C)N1CCC(N2CCCC(C(=O)NC3CCCC3)C2)CC1 (stereo not given),-5
Cc1coc2cc3oc(=O)c(CC(=O)NCCc4ccccc4F)c(C)c3cc12,-2
CCN(c1cc(C)cc(C)c1)S(=O)(=O)c1nnc(NC(=O)c2ccco2)s1,4
COc1ccc(-n2c(SCC(=O)c3ccc(Cl)cc3)nc3c([nH]c4ccccc43)c2=O)cc1,-1
CCOc1ccc(/C=C2/SC(=O)N(CC(=O)N3CCCCC3)C2=O)c(OCC)c1,6
Cc1ccc(NC(=O)CCS(=O)(=O)c2cccc3nonc23)cc1Cl,2
CCOc1cc(/C=C2\SC(=O)N(Cc3cc4c(cc3Cl)OCO4)C2=O)cc(Cl)c1O,2
O=C(c1ccc(-c2cccc(Cl)c2)o1)N1CCN(c2ccc([N+](=O)[O-])cc2Cl)CC1,2
O=C(Cn1cc(C(=O)c2ccco2)c2ccccc21)Nc1ccccc1,-3
CCCN1C(=O)C(C(=O)NNC(=O)c2ccc(C)cc2)C(=O)c2ccccc21 (stereo not given),-6
Cc1nc(C)c(-c2ccc(SCC(=O)Nc3ccccc3F)nn2)s1,1
Ic1ccc(NCc2cn3ccccc3n2)cc1,3
CN1CCN([C@@H]2CCN(Cc3cc4ccccc4o3)C[C@H]2O)CC1,8
N#Cc1ccc(NS(=O)(=O)c2ccc(-c3cnc(C4CC4)o3)cc2)cc1,2
COc1ccc(OC)c(NC(=O)C2CCN(S(=O)(=O)c3ccc4c(c3)CCCC(=O)N4)CC2)c1,3
CCCCNc1nc2c(S(=O)(=O)c3ccc(Br)cc3)nnn2c2ccsc12,11
O=S(=O)(Cc1c(F)cccc1Cl)NC1CC1,13
CCCc1c(C(=O)Nc2ccccc2Cl)nnn1-c1ccccc1,9
N=C1OC2=C(C(=O)CCC2)C(c2ccc3c(c2)OCO3)C1[N+](=O)[O-] (stereo not given),4
Cc1cc(Br)ccc1NC(=O)c1sc2nc3c(cc2c1N)CC(C)CC3 (stereo not given),-7
O=CN1CCCN(C(=O)C2CCCN(c3nc(-c4ccccc4)nc4c3CCC4)C2)CC1 (stereo not given),13
SMILES,ROC1-CUL1 inh
CC(C)c1ccccc1OCCCCCN1CCCC1,6
COc1cc(OC)cc(-c2cc3nc(C)c(CCC(=O)NCc4ccc(Cl)cc4)c(C)n3n2)c1,-12
COc1nc(-c2ccccc2)nc(C)c1C,-6
Cc1nc(C(F)(F)F)ccc1-c1n[nH]c2c1CN(c1cnccn1)CC2,7
CCC12CN3CC(CC)(CN(C1)C3c1cc(Br)ccc1OC)C2=O (stereo not given),-5
CC(C)(C)Oc1ncc(-c2cc(N)cc(-c3cnc(OC(C)(C)C)nc3OC(C)(C)C)c2)c(OC(C)(C)C)n1,-13
Cn1c(C2CCC2)nc2cc(C(=O)NCc3cccc(-n4cccn4)c3)cc(NC(=O)C3CCCO3)c21 (stereo not given),-4
CCc1ccc(N(CC)C(=O)c2cn(C)c(=O)c3cc(OC)c(OC)cc23)cc1,-7
Cc1sc(C)c2c1C1CC(C)CCC1C2(C)C (stereo not given),-10
COc1ccc(CSc2nc3ccccc3c(=O)n2-c2ccccc2)cc1[N+](=O)[O-],-5
Cc1ccc(-n2c(C)nnc2SCC(=O)N2CCc3ccccc3C2)cc1C,6
Cc1ccc(/C=C/c2onc(C)c2S(=O)(=O)N2CCC(C(=O)N3CCC(N(C)C(C)C)CC3)CC2)cc1,-13
CC1=CC(=C2C(=O)c3ccccc3C2=O)C=C(C)N1Cc1ccccc1,7
CN=C1S/C(=C/c2ccc(OCC(=O)OC)c(OC)c2)C(=O)N1C,-3
COCc1[nH]nc2c1C(c1ccsc1)C(C#N)C(=N)O2 (stereo not given),11
Cc1ccc(-n2c(Cc3ccccc3)nnc2SCC(=O)Nc2sc3c(c2C#N)CCCC3)cc1,0
Cc1ccc(C(=O)COc2ccc3c(C)c(C)c(=O)oc3c2I)cc1,2
Cc1ccc(NC(=O)CSc2ccccn2)cc1,9
CCOC(=O)c1c(NC(=O)CSc2nnc3ccccn23)sc2c1CCC(C)C2 (stereo not given),-11
Cc1cccc(NC(=O)CSc2nc(C3CCCC3)nc3c2c(=O)n(C)c(=O)n3C)c1C,6
O=C(Nc1ccc(Oc2cccnc2)cc1)C1CCN(Cc2ccoc2)CC1,22
CCOc1ccc(-c2nc(SCC(=O)Nc3cc(F)ccc3F)n3[nH]c(=O)cc3n2)cc1,-1
Cc1cc(C)cc(Nc2cc(C(=O)NC3CCCCC3)c3ccccc3n2)c1,-5
O=c1oc2c(Sc3ccccc3)cc(O)c(Sc3ccccc3)c2s1,8
COc1cccc(CNC(=O)Cn2c(=O)ccc3cc(S(=O)(=O)N4CCC(C)CC4)ccc32)c1,-7

# 6 compounds from above, ordered by number of heavy atoms, largest number first.
SMILES,ROC1-CUL1 inh
CC(C)(C)Oc1ncc(-c2cc(N)cc(-c3cnc(OC(C)(C)C)nc3OC(C)(C)C)c2)c(OC(C)(C)C)n1,-13
CCOc1ccc(-c2nc(SCC(=O)Nc3cc(F)ccc3F)n3[nH]c(=O)cc3n2)cc1,-1
O=C(Nc1ccc(Oc2cccnc2)cc1)C1CCN(Cc2ccoc2)CC1,22
O=c1oc2c(Sc3ccccc3)cc(O)c(Sc3ccccc3)c2s1,8
CN=C1S/C(=C/c2ccc(OCC(=O)OC)c(OC)c2)C(=O)N1C,-3
Cc1ccc(NC(=O)CSc2ccccn2)cc1,9

# ROC1-CUL1 inh, hit marks shown above
SMILES,ROC1-CUL1 inh
CC(C)CN1C(=O)C(Cc2ccc(-c3cccc(C(=O)O)c3)o2)=NC1=S,28*
N=C1C(Br)C(=O)Nc2nnc(-c3ccc(Cl)cc3)n21 (stereo not given),32*

# Next section:
SMILES,ROC1-CUL1 inh
CN(C(=O)CC(=O)Nc1ccc2nc3n(c(=O)c2c1)CCCCC3)c1ccccc1F,2
COc1cccc(CNC(=O)c2nnc(Cc3ccc(Cl)cc3)o2)c1,-12
COc1ccc(-c2c(C#N)c(N)nc3c2CC(C(C)(C)C)CC3)cc1OC (stereo not given),9
Cc1cc2oc(C(=O)N3CCN(C)CC3)c(C)c2cc1C,3
COc1ccccc1N1CCN(C(=O)Cn2ncc3c(=O)oc4ccccc4c32)CC1,-11
CCc1ccccc1NC(=O)CCC(=O)N1CCCC1c1ccc(C(N)=O)s1 (stereo not given),3
O=C(C1CCN(c2ccccc2)C1=O)N1CCN(C/C=C/c2ccccc2)CC1 (stereo not given),1
CCOC(=O)C(Cc1csc2ccccc12)(Cc1csc2ccccc12)C(=O)OCC,-3
CCOC(=O)c1cc(-c2ccccc2)n(CCC(=O)Nc2ccc(Cl)c(C(F)(F)F)c2)c1C,-4
Clc1ccc2c(c1)nc(CN1CCOCC1)n2Cc1ccccc1,13
COc1ccc(N2CCN(c3oc(/C=C/c4cccc(OC)c4)nc3C#N)CC2)cc1,-4
CC(Cc1cccnc1)NC(=O)c1cc(COc2cccc3cnccc23)on1 (stereo not given),-11
CCN(CC)CCNC1(c2ccccc2)c2ccccc2CSc2ccccc21 (stereo not given),-8
COc1ccc(-c2ccc(OC)cc2)cc1,-2
CN(C)c1cnn(CC(=O)NCc2cnc3ccccc3c2)c(=O)c1,-5
Cn1c(=O)c2c(c3ccccc31)OC(=O)CC2c1cccc(Cl)c1 (stereo not given),-5
Cc1ccc2c(c1)N(CC(=O)N1CCCCC1)C(=O)CO2,-6
COc1ccc(-c2noc(CSc3nnc(Cc4ccccc4)n3-c3cccc(C)c3)n2)cc1,-6
Cc1ccc(-c2ccc3c4ccccc4c(C(=O)C(F)(F)F)c-3o2)cc1,-1
CC(=O)Nc1ccc(S(=O)(=O)N2CCN(S(=O)(=O)c3ccccc3)CC2)cc1,3
N#CC1C(=N)Oc2n[nH]c(-c3cccc4ccccc34)c2C1c1ccccc1F (stereo not given),7
NC(N)=N/N=C/CSc1ccccc1,3
CCOC(=O)c1ccc(NC(=O)CCCN2C(=O)c3cccc4cccc(c34)C2=O)cc1,2
COc1ccc(CC(=O)NNS(=O)(=O)c2ccc([N+](=O)[O-])cc2)cc1OC,-4
Cc1ccc(Oc2cc(C#N)c(C#N)cc2N2CCOCC2)cc1C,-8
SMILES,ROC1-CUL1 inh
COC(=O)c1ccc(OC)c(Cn2c(=O)n(-c3cccc(Cl)c3)c(=O)c3c2c2cc(C)ccc2n3C)c1,-4
Cc1oc(-c2cccc(NC(=O)CCc3cccnc3)c2)nc1CNC(=O)Cc1ccc(Cl)cc1,2
CCOC(=O)c1c(NC(=O)c2cc3ccccc3c(=O)o2)sc2c1CCC(C(C)(C)C)C2 (stereo not given),1
CCN(CC)c1ccc2c(c1)OC(=N)C(C#N)C2c1cc(Br)ccc1F (stereo not given),0
O=C(Nc1ncc(Cc2ccc(Cl)cc2)s1)c1ccc2c(c1)CC(c1ccccc1)OC2=O (stereo not given),9
O=C(Nc1ccccc1-c1ccccc1NC(=O)c1ccccc1Cl)c1ccccc1Cl,0
CC(C)C1=C(Cl)C(=O)C(c2ccccc2)C(=O)N1c1ccc(F)cc1 (stereo not given),6
COc1ccccc1CNC(=O)c1ccc(N2CCCC2)c(NC(=O)NCc2ccc(F)cc2)c1,2
COc1ccc(CNC2CCCN(c3nc(C)c4cc(F)ccc4n3)CC2)cc1OC (stereo not given),1
CC1(C)Cc2c(sc(N)c2C(=O)O)CO1,-1
O=C1NCCCC1C(=O)N/N=C/c1ccc2c(c1)OCO2 (stereo not given),14
COc1ccccc1-n1c(O)c(C=C2C=Nc3ccccc32)c(=O)[nH]c1=S,15
O=C1NC(=Nc2ccccc2Cl)S/C1=C/c1ccsc1,1
CSc1ccc(CCNS(=O)(=O)c2ccc3c(c2)C(C)(C)C(=O)N3C)cc1,10
COc1ccc(CNC(=O)c2ccc(NC(=O)N3CCCCc4ccccc43)cc2)c(OC)c1,-7
Cc1cccc(C)c1OCc1nc2c3cnn(-c4cccc(F)c4)c3ncn2n1,-3
COc1ccc(CCN2C(=O)NC(=O)C3C2=NC(=O)C3(NC(=O)c2ccc(C(C)(C)C)cc2)C(F)(F)F)cc1OC (stereo not given),-8
Cn1nc(-c2ccccc2)cc1NC(=O)Cn1cncn1,5
CNC(=O)C1CCC(Cn2c(=O)[nH]c3ccsc3c2=O)CC1 (stereo not given),0
O=[N+]([O-])c1cc(-c2nc(-c3ccncc3)no2)ccc1NCc1ccccc1,-5
CCC(=O)Nc1ccc(OC(=O)c2ccc(Br)o2)cc1,6
Cc1[nH]c2ccccc2c1C(c1cc(O)ccc1Br)c1c(C)[nH]c2ccccc12,15
Cc1cc(Cl)ccc1OCCCC(=O)N/N=C1/CCCc2ccccc21,-6
COCCOc1ccccc1C(=O)Nc1cc(C)ccc1C,-5
COc1ccccc1Nc1c2c(nc3ccc(NC(=O)c4cccc(OC)c4OC)cc13)CCCC2,-1
COc1ccc(OC)c(C2Nc3ccc(I)cc3C(=O)N2NC(=O)c2ccc3c(c2)OCO3)c1 (stereo not given),-4
Cc1ccc(CCC(=O)N2CCCc3ccccc32)cc1,3

# Single entries from the results shown.
# ROC1-CUL1 inh, COc1ccc(CNC(=O)c2ccc(NC(=O)N3CCCCc4ccccc43)cc2)c(OC)c1 stands at -7
# ROC1-CUL1 inh, O=C(Nc1ccccc1-c1ccccc1NC(=O)c1ccccc1Cl)c1ccccc1Cl stands at 0
